TDP1 inh – blocks human tyrosyl-DNA phosphodiesterase 1; Q9NUW8; recombinant TDP1, AlphaScreen DNA substrate cleavage; Potency, µM (series often up to 130 µM), without a hit: at the highest dose activity change, negative = inhibition, actives largely listed as inhibitors; 0.28% of 350,000 active; AID 485290; further: nearly all actives have a fitted effect of over 40% in size
Target sequence (Q9NUW8 whole entry, looked up): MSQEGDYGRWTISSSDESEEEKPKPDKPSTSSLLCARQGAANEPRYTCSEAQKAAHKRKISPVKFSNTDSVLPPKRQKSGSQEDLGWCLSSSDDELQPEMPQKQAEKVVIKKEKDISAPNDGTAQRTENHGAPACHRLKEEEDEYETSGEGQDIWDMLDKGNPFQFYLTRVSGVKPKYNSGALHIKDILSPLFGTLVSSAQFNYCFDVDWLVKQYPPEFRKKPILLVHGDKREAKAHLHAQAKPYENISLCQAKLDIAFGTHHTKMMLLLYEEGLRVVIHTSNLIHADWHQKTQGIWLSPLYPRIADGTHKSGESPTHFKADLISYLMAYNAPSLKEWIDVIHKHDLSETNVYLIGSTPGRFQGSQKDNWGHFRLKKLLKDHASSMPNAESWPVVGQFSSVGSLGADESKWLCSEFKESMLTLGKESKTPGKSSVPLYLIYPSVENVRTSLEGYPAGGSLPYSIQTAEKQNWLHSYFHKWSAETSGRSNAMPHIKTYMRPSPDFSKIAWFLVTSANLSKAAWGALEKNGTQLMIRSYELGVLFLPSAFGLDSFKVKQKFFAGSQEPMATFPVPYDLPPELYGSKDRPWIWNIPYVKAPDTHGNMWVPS
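Recombinant human Tdp1 (E. coli-expressed, 1 nM final) preincubated with compounds 15 min at room temperature, then 5'-biotin/3'-phosphotyrosine-FITC DNA substrate (15 nM final) added for 5 min. AlphaScreen beads (10 ug/ml final) added 10 min; cleavage lowers signal.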
TDP1 cell noCPT – qHTS for Inhibitors of human tyrosyl-DNA phosphodiesterase 1 (TDP1): qHTS in cells in absence of CPT. DT40 Tdp1-/- hTDP1 cells, no CPT, ATP luminescence, 48 h. Potency, µM (doses to about 46.2 µM), for inactives: at the highest dose activity change, negative = growth inhibition, most hits filed as inhibitors. 15% of 420,000 active. AID 686978, 2013; further: nearly all actives have a fitted effect of over 55% in size
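A cellular qHTS used chicken DT40 cells lacking endogenous Tdp1 but carrying stably transfected human TDP1. Compounds were applied without camptothecin, and cell growth kinetics were judged by ATP-dependent luminescence after ≥48 hr.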
TDP1 cell CPT – growth inhibition of DT40 Tdp1-/-;hTDP1 cells with camptothecin (screen for TDP1 inhibitors). chicken DT40 Tdp1-/-;hTDP1 cells + 20 nM CPT, ATP luminescence, 48 h. Potency, µM (series often up to 46.2 µM), for inactives: top-dose activity change, negative = growth inhibition, actives largely listed as inhibitors. 12% of 420,000 active. AID 686979; further: nearly all actives have a fitted effect of over 55% in size
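Chicken DT40 Tdp1-/- cells stably complemented with human TDP1 were seeded at 400 cells/well in medium containing 20 nM camptothecin, exposed to pin-transferred compounds, and grown at 37 °C for at least 48 hr. Viability was read as ATP luminescence.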
* hit, by the source's call; ? = inconclusive; . = not tested or not shown; & = joins results of further samples; [ ] = another dose, or the depositor's remark. The call rests on the fitted dose curve; in most records, active means well fitted curve in the direction sought with a large enough effect; inconclusive means small, poorly fitted or top-dose-only effect, or another doubt; inactive means no such curve, though single readings can be large; an effect the other way counts as inactive or inconclusive. On the % scale 0 is the no-effect control and ±100 the full control effect; potency means the concentration at half of the fitted maximal effect. Outcome played no part in choosing rows; 18% or so of the library scored in one or more.

SMILES	TDP1 inh	TDP1 cell noCPT	TDP1 cell CPT
CCn1c(C)c(C(=O)c2ccccc2)c(C#N)c1C(=O)O	.	0%	?
Cc1ccc(-c2ccccc2NC(=O)CCl)o1	11%	21µM*	15µM*
CC(C)(C)c1ccc(OCC(=O)NCCN2CCCC2)cc1	-9%	-1%	-3%
COc1ccc(C(=O)NCCc2ccc(C)cc2)cc1OC1CCN(C(C)=O)CC1	1%	?	?
O=C(Nc1ccc(Cl)cc1Cl)c1cc(S(=O)(=O)N2CCC3(CC2)OCCO3)ccc1F	3%	16µM*	16µM*
CCOC(=O)c1cc(-c2ccc(C)cc2)n(CCC(=O)Nc2nc3c(C)cccc3s2)c1C	5%	?	?
N[C@@H](C(=O)O)c1cc(O)ccc1Cl	13%[56.1 µM]	1.2µM*	2.4µM*
CC1=CC(=O)N(c2ccn(C)n2)C1=O	6%	?	?
CCOC(=O)C(=O)NNc1cccc(C)c1C	3%	-13%	1%
COc1ccc(NC(=O)Nc2ccc3c(c2)C(=O)N([C@@H](C)CO)C[C@@H](C)[C@@H](CN(C)S(=O)(=O)c2cn(C)cn2)O3)cc1	5%	4%	14%
CC1CCCC(NC(=O)C2N(CCCN3CCCC3)C(=O)C3C(C(=O)Nc4ccc(Cl)cc4)C4C=CC32O4)C1C (stereo not given)	-14%	?	-22%
O=S(=O)(NCCN1CCOCC1)c1ccc(-c2ccc(S(=O)(=O)NCCN3CCOCC3)cc2)cc1	.	-13%	-19%
CC1(C)S[C@@H]2[C@H](NC(=O)C(C(=O)O)c3ccccc3)C(=O)N2[C@H]1C(=O)O (stereo not given in full)	-5%	?	5%&-25%
Cc1ccc(N(CC(=O)NC2CCCC2)C(=O)CCC(=O)Nc2nc(C)cs2)cc1	.	?	1%
O=C(Nc1ccc(NS(=O)(=O)c2ccccc2)cc1)c1ccccc1	-6%	7%	2%
O=C(NCc1ccc2c(c1)OCO2)c1nnc(Cc2ccc(Cl)cc2)o1	3%	7%	-2%
Cc1ccccc1CC1(CO)CCCN(C(=O)c2ccccc2Cl)C1 (stereo not given)	6%	?	2%
CN1C(=O)CCC2(c3ccccc3)CC=C(O)C=C12 (stereo not given)	.	-10%	-3%
CC1=C(C(=O)N(C(C)C)C(C)C)CC(CC(=O)NCc2cccs2)C(=O)N1Cc1ccc(F)cc1 (stereo not given)	.	?	?
Clc1cccc(CNCCCSc2ncccn2)c1Cl	.	6%	24%
CCOC(=O)/C=C/C(=O)OCC(=O)NC(c1ccccc1)c1ccccc1	2%	8.2µM*	5.8µM*
CCOC(=O)C1CCN(C(=O)COC(=O)c2cc([N+](=O)[O-])ccc2N2CCOCC2)CC1	0%	-11%	-17%
CCCN(CCC)CCCNC(=O)Cn1cnc2sc(C)c(S(=O)(=O)N3CCOCC3)c2c1=O	1%	-11%	11%
COC(=O)C1CCCN1C(=O)COc1ccc(Br)cc1Cl (stereo not given)	0%	?	?
CNC(=S)NC1CC2CCCC(C1)N2Cc1ccco1 (stereo not given)	-5%	4%	10%
CCC1CN(C(=O)Nc2ccc(C)cc2)c2cc(C)ccc2O1 (stereo not given)	-1%	16µM*	?
COCCOCCn1c(/C=C/c2ccccc2)nc2ccccc21	-1%	?	?
COCCCNC(=O)CSc1nc2sc(C(=O)OC)c(C)c2c(=O)n1N	0%	-21%	-15%
CCC(CC)C(=O)c1c[nH]c(C(=O)O)c1	7%	-10%	7%
CCC(C)OC(=O)C(C)Oc1ccc(-c2ccccc2)cc1 (stereo not given)	-7%	-4%	-4%
COc1cccc(-c2cc(CNC(=O)[C@H]3O[C@@H](n4ccc(=O)[nH]c4=O)[C@H](O)[C@@H]3O)no2)c1	.	-6%	0%
COc1ccc2nc(NC(=O)c3ccc(-n4nc(C)cc4C)cc3)sc2c1	-1%	0%	-6%
COc1ccc(OC)c(NC(=O)Cn2cc(S(=O)(=O)c3ccccc3)c(=O)c3cc(C)ccc32)c1	-1%	2%	11%
Cn1cc(-c2nc3cnc(N4CCNCC4)nc3n(CCC#N)c2=O)c2ccccc21	.	?	?
CC1(C)CC(=O)C2=C(C1)Nc1ccccc1NC2c1cc(Cl)ccc1O (stereo not given)	4%	23µM*	18µM*
O=C(NCCCNC(=O)c1cccs1)c1cccs1	2%	9.2µM*	8.2µM*
O=C(O)c1cc(Cl)n[nH]c1=O	.	32%[activator]	-8%
CCOC(=O)Cn1c(=O)oc2cc(S(=O)(=O)NC(C)c3ccccc3)ccc21 (stereo not given)	-1%&4%	?	-20%&-16%
CCCS(=O)(=O)NC(=O)C1(C)CCCN(C(=O)c2c(F)ccc(C)c2F)C1 (stereo not given)	.	-7%	-2%
Cc1cccc(-c2oc3ccccc3c2C#CCCCCO)c1	.	?	?

Ordered by formula weight (rising): part of the list above.
SMILES	TDP1 inh	TDP1 cell noCPT	TDP1 cell CPT
CCOC(=O)C(=O)NNc1cccc(C)c1C	3%	-13%	1%
CCC(C)OC(=O)C(C)Oc1ccc(-c2ccccc2)cc1 (stereo not given)	-7%	-4%	-4%
COc1ccc(C(=O)NCCc2ccc(C)cc2)cc1OC1CCN(C(C)=O)CC1	1%	?	?
CCOC(=O)C1CCN(C(=O)COC(=O)c2cc([N+](=O)[O-])ccc2N2CCOCC2)CC1	0%	-11%	-17%
O=C(Nc1ccc(Cl)cc1Cl)c1cc(S(=O)(=O)N2CCC3(CC2)OCCO3)ccc1F	3%	16µM*	16µM*
CCCN(CCC)CCCNC(=O)Cn1cnc2sc(C)c(S(=O)(=O)N3CCOCC3)c2c1=O	1%	-11%	11%
CC1CCCC(NC(=O)C2N(CCCN3CCCC3)C(=O)C3C(C(=O)Nc4ccc(Cl)cc4)C4C=CC32O4)C1C (stereo not given)	-14%	?	-22%

Continued:
SMILES	TDP1 inh	TDP1 cell noCPT	TDP1 cell CPT
N#Cc1cccc(Oc2ccc(-c3cnc4ccccc4n3)cc2)c1C#N	0%	?	-24%
Cc1ccc(NC(=O)C(c2ccccc2)N2CCN(CC(=O)NC3CC3)CC2)cc1Cl (stereo not given)	1%	?	?
CCOC(=O)C1(Cc2cccc(OC)c2)CCN(C/C=C/c2ccccc2)CC1	5%	18µM*	16µM*
COc1ccc2oc(C(=O)N3CCN(S(=O)(=O)c4c(C)c(C)cc(C)c4C)CC3)c(C)c2c1	.	?	?
Cc1ccccc1OC1CCN(C(=O)c2cc(COc3ccccc3)on2)CC1	-5%	-10%	-1%
Cc1ccc(C)c(C(C)NC(=O)c2ccncc2)c1 (stereo not given)	4%	?	-28%
Cc1nnc(SCCn2c(N3CCCCC3)nc3c2c(=O)[nH]c(=O)n3C)s1	0%	-14%	?
Cc1ccc(NC(=O)CSc2nnc(NC(=O)c3ccco3)s2)cc1	-1%	?	-2%
COC(=O)C1=C(C)OC(N)=C(C#N)C1c1c(C)nn(C)c1C (stereo not given)	0%	16%	9%
C[C@@H](O)CC#Cc1ccc2oc(=O)c(-n3cc(-c4ccsc4)nn3)cc2c1	-2%	-18%	-20%
CCC(=O)N1N=C(c2ccc(C)o2)CC1c1ccc(N(C)C)cc1 (stereo not given)	3%	-4%	-15%
CC1(C)CC(=O)C=C(Nc2ccccc2)C1	-1%	1%	0%
Cc1ccc(NC(=O)CN(C)C(=O)COC(=O)COc2ccc(C#N)cc2)cc1	.	-4%	-3%
CN(C(=O)c1ccc(NC(=O)c2ccco2)cc1)c1ccccc1	4%[56.1 µM]	-24%	?
COc1ccc(CCC(C)Nc2cccc(C)c2)cc1 (stereo not given)	3%	-21%	-19%
CCN(CC)C(=O)C1=C(C)N(Cc2ccc(C(C)(C)C)cc2)C(=O)C(CC(=O)NCc2cccs2)C1 (stereo not given)	.	23µM*	23µM*
CC(C)COc1cccc(C(=O)NC(=S)NCc2cccnc2)c1	0%	?	-27%
CCC(C)C(=O)Nc1ccc(OC)cc1OC (stereo not given)	8%	2%	4%
COC(=O)c1c(-c2ccc(Br)cc2)noc1N	7%	-20%	-16%
Cc1cc(NC(=O)CN2C(=O)[C@@H]3[C@H](C2=O)[C@@H]2C[C@H]3C(Br)C2Br)no1 (stereo not given in full)	7%	-10%	-7%

One compound at a time (already shown).
COc1ccc(CCC(C)Nc2cccc(C)c2)cc1 (stereo not given) is listed with TDP1 inh = 3%; TDP1 cell noCPT = -21%; TDP1 cell CPT = -19%
CC(C)COc1cccc(C(=O)NC(=S)NCc2cccnc2)c1 is listed with TDP1 inh = 0%; TDP1 cell noCPT = ?; TDP1 cell CPT = -27%

Next part
SMILES	TDP1 inh	TDP1 cell noCPT	TDP1 cell CPT
O=C(CN1C(=O)C2C3C=CC(C3)C2C1=O)NC1CCCc2ccccc21 (stereo not given)	-1%	14%	-1%
COc1cccc(CN(c2ccccc2C(=O)O)S(=O)(=O)c2ccc(C)cc2)c1	.	-7%	2%
CC1=C(C(N)=O)S(=O)(=O)c2ccccc21	6%	?	?
COc1ccccc1/C=C/c1onc(C)c1S(=O)(=O)N1CCC(C(=O)NC(C)C)CC1	.	-29%	-1%
CC(C)(C)OC(=O)N1CCN(C(=O)Nc2ccc3c(c2)OCCO3)CC1	-3%	-19%	4%
COc1cccc(-c2csc(N3CCN(CC(=O)NNC(=O)c4ccco4)CC3)n2)c1	5%	?	?
COC(=O)C1=C(C(=O)OC)[C@@H]2N(C)c3ccccc3[C@@]23C[C@@H](C(=O)OC)N(C(=O)c2cccs2)C3=N1	12%[12.3 µM]	?	?
N#Cc1ccccc1COc1cccc2c1CCCC2O (stereo not given)	.	15µM*	?
COC(=O)[C@@H]1[C@@H](C#N)C2(c3ccccc3-c3ccccc32)N(c2ccc(Cl)cc2)N1C#N	8%	3.7µM*	3.3µM*
CN(Cc1ccno1)C(=O)CC1C(=O)NCCN1CC(c1ccccc1)c1ccccc1 (stereo not given)	.	-25%	5%
COc1ccc(CC(=O)NCCc2ccc(OC)c(OC)c2)cc1	.	-1%	14%
C[C@@H]1CN([C@H](C)CO)C(=O)CCCn2nncc2CO[C@H]1CN(C)Cc1ccc(C(=O)O)cc1	.	6%	15%
NC(=O)c1cccc2c3c([nH]c12)CCCC3	4%	-1%	5%
COc1ccc(-n2cc(C(=O)Oc3cc(C)cc(C)c3)c3ccccc3c2=O)cc1	8%	?	?
O=C(N/C(=C\c1ccc(Br)cc1)C(=O)N1CCCC1)c1ccccc1F	6%	-4%	-1%
O=C(NCCc1nnc2ccc(N3CCCCCC3)nn12)c1ccccc1F	.	-25%	?
CCOC(=O)c1cnn(-c2ccccc2)c1-n1cccc1C(=O)C(=O)Nc1ccccc1	7%	?	?
CC(C)CCOc1cccc(OCC(=O)Nc2ccncc2)c1	1%	13µM*	?
Cc1ccc(C(=O)NCC(=O)NC2CCC(C)CC2)s1 (stereo not given)	-3%	6%	1%
CCCN(CC(=O)NC(=O)NC1CCCCC1)CC(=O)Nc1cc(Cl)ccc1Cl	0%	?	?
COc1ccc(C(CCNC(C)c2ccccc2)c2ccc(F)cc2)cc1 (stereo not given)	5%	7.3µM*	7.3µM*
CN(C)c1ccc(/C=N\Nc2ccccn2)cc1	.	23µM*	21µM*
O=C(c1cc2cc(F)ccc2[nH]1)N1CCC(Cc2ccccc2)CC1	.	-30%	3%
Cc1ccc(NC2CCCN(C(=O)c3cccc(-c4ncc[nH]4)c3)C2)cc1C (stereo not given)	10%	-7%	-16%
CCn1c(=O)c2cc(C(=O)NCc3cc(OC)ccc3OC)sc2c2ccccc21	7%	?	?
Cc1cccc(NC(=O)CN(c2ccc(C(C)C)cc2)S(=O)(=O)c2c(C)nn(C)c2C)n1	5%	?	-5%
COc1ccc(Cl)cc1NC(=O)CSc1nnc(C)c(=O)n1N	2%	-7%	0%
COc1ccc(NC(=O)C2CCN(c3nc4ccccc4[nH]3)CC2)cc1OC	5%	-4%	-4%

Source: PubChem
